# From PubChem
# ERAP1 inh: human ERAP1 aminopeptidase inhibitors, primary screen, biochemical, single point, plate reader | Endoplasmic reticulum aminopeptidase 1 (Homo sapiens), Q9NZ08 | recombinant ERAP1, Leu-AMC fluorescence, 60 min | inhibition, % at 10.7 µM | actives 0.15% (n = 340,000) | AID 652197, 2013;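 active = mean replicate inhibition of at least 30%, or all replicates individually reaching that 30% level; inactive = mean below 30% and not every replicate reaching it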;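 note: 0% = neutral control wells and 100% = L-leucinethiol positive control wells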
# Target sequence (Q9NZ08 whole entry, looked up): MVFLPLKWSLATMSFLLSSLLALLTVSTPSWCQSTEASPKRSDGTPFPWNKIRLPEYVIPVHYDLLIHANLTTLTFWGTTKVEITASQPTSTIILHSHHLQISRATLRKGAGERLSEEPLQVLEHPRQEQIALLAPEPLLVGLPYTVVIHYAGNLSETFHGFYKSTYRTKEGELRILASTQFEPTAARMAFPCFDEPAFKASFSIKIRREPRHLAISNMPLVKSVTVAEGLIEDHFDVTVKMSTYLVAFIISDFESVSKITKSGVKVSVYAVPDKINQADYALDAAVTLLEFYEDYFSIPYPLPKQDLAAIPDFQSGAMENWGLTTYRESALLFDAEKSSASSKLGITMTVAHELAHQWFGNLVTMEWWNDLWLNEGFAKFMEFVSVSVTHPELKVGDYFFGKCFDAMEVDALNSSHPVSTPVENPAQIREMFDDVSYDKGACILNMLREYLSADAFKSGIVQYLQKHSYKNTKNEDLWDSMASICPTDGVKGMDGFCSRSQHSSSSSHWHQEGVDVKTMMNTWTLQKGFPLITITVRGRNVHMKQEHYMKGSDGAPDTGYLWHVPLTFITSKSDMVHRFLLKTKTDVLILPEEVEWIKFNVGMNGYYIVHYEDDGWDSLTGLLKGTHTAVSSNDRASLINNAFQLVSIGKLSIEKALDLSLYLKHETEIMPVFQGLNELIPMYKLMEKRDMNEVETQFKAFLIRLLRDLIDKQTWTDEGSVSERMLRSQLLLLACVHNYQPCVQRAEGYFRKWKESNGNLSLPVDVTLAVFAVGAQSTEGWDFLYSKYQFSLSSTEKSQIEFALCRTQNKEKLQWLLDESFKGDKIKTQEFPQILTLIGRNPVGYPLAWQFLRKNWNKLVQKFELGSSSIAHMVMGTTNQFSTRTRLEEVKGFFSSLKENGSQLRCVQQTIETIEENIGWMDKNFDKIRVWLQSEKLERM
# XiGFP reactiv: activators of inactive X chromosome reactivation, primary screen, imaging, XiGFP fibroblasts, GFP high-content imaging, set 2; XiGFP mouse fibroblasts, % GFP-positive cells imaging, 3 d; cells co-treated with 5-aza-dC sensitizer; scaled so ellipticine positive control = 100%; activation, % at 7.58 µM; actives 0.055% (n = 360,000); AID 743238, 2013;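 active = mean normalized replicate activation at least 10% and every replicate at or above 10%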;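 note: 0% = median of on-plate neutral control wells and 100% = ellipticine 6 µM median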
#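 Assay system – SV40-immortalized XiGFP fibroblast cells, line 68-5-11 · Buffer or medium – DMEM supplemented with 5-aza-dC as sensitizing agent · Dosing – one concentration, pinned · Benchmarks – positive control ellipticine, 6 µM final · Times – 3 days compound exposure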
# ERp5 inh: inhibitors of ERp5-driven insulin aggregation, primary screen, biochemical, turbidity, absorbance 650 nm, single point. inhibition, % at 9.99 µM. 90 min. actives 0.05% (n = 350,000);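 active = mean replicate inhibition above about 25%, with every replicate also reaching it, limit read from the data, passing the limit was not always enough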
# RAD52 anneal inh: RAD52 DNA annealing inhibitors, primary screen, biochemical, FRET, single point, set 2; recombinant RAD52 DNA annealing, FRET fluorescence; inhibition, % at 18.7 µM; actives 0.46% (n = 360,000); AID 651710, 2012;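 active = every replicate showing at least 50% inhibition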
# esBAF inh: Bmi1 luciferase reporter increase in mESCs, primary screen, esBAF inhibitor project, mouse ES cells, Bmi1 luciferase knock-in, single point. 24 h; 100% = twice the neutral-well signal. reporter increase, % at 12.5 µM. actives 2% (n = 350,000); in the data active = activation above about 40%;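 note: 0% = median of the plate's neutral control wells and 100% = double that signal; a rise in the Bmi1 reporter signal indicates esBAF inhibition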
# RAD54 branch: inhibitors of human RAD54 branch migration, primary screen, biochemical, fluorescence, single point; AID 602329, 2012; actives 0.14% (n = 360,000); DNA repair and recombination protein RAD54-like (Homo sapiens), Q92698; RAD54 Holliday junction branch migration, FAM/BHQ fluorescence; inhibition, % at 10.4 µM;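 active = mean normalized replicate activity at least 40 and at least half of replicates scoring 40 or more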;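 note: 0% = median of neutral control wells and 100% = median of positive control wells; inhibitors cause a drop in the FAM fluorescence signal; in these data hits start at about 50%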
# E-sel inducer: E-selectin induction in HUVECs, primary screen, imaging, HUVEC, immunofluorescence imaging, single point | P16581 | activation, % at 7.58 µM | normalized: neutral wells 0, TNF-alpha wells 100 | actives 0.37% (n = 260,000);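 active = mean E-selectin-positive cell signal at least 10% of the positive control, reached in at least 60% of replicates, without over 20% cell loss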;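 note: in these data hits start at about 27%; measured in HUVEC primary endothelial cells; signal is the percent of cells scored E-selectin positive by PE staining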
#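 Assay system: HUVEC, human umbilical vein endothelial cells / Amount: 3,000 HUVEC/well / Controls: TNF-alpha positive control, DMSO neutral control / Compound dosing: single concentration / Medium: EGM-2 over gelatin coat / Evaluation: percent E-selectin-positive cells / Signal: immunofluorescence imaging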
# S100A4 MyoIIA: inhibitors of S100A4-myosin IIA peptide binding, primary screen, biochemical, fluorescence polarization, TAMRA-MyoIIA peptide | actives 0.14% (n = 360,000) | AID 652163, 2013 | Protein S100-A4 (Homo sapiens), P26447 | inhibition, % at 10.7 µM;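 active = mean inhibition of at least 70% across replicates, with every replicate also reaching that level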
# Target sequence (P26447 whole entry, looked up): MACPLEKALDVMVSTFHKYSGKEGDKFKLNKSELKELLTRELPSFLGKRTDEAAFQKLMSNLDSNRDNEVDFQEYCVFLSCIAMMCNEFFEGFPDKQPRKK
#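 Test system: S100A4 monomer protein; Medium: HEPES pH 7.2 with CaCl2, KCl, NaCl, DTT, Triton; Probe or stimulus: TAMRA-labelled myosin IIA heavy-chain peptide probe, 5 nM; Doses: one dose per compound; Times: polarization read 5 min after assay mix addition, stable 5–60 min; Benchmarks: neutral control DMSO, positive control TFP.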
# An asterisk follows results filed as active; . = no result given; & = joins results of further samples.
SMILES,ERAP1 inh,XiGFP reactiv,ERp5 inh,RAD52 anneal inh,esBAF inh,RAD54 branch,E-sel inducer,S100A4 MyoIIA
CN(C(=O)c1ccc(NC(=O)Cc2ccc(NC(=O)C3CCN(C(=O)CCc4ccccc4)CC3)cc2)cc1)C1CC1,-1.0,1.1,2.4,-32.6,22.4,2.1,0.5,0.9
Cc1cc(N=Nc2ccccc2)c(NCC(O)C(O)C(O)CO)cc1C (centres undefined),0.9,0.1,1.2,4.0,.,.,0.0,-4.0
O=C(OCC(=O)N1CCN(c2ccccc2)CC1)c1ccc[n+]([O-])c1,-1.9,2.1,-1.1,9.8,2.6,-7.1,.,-7.4
Cc1cc(=O)n(C)c(=O)n1CCCCOc1ccc([N+](=O)[O-])cc1,-0.2,0.0,-2.0,-8.4,.,.,.,-1.3
CSc1ccccc1NC(=O)COC(=O)c1ccc(-n2nc(C)cc2C)cc1,-2.2,0.0,0.5,-16.9,-1.7,-4.8,.,-1.2
C/C(=N\NC(=O)c1ccc(CSc2nc(C)cc(C)n2)cc1)c1ccco1,-0.6,0.0,1.0,-20.5,-9.3,-11.6,0.0,9.1
COc1ccc(S(=O)(=O)N(C)C[C@H]2OCCCC[C@H](C)Oc3ccc(NC(=O)Nc4ccccc4)cc3C(=O)N([C@H](C)CO)C[C@@H]2C)cc1,.,-0.1,.,.,3.4,-2.8,0.0,.
COc1ccc(S(=O)(=O)Nc2ccc3c(c2)[C@H]2C[C@H](CC(=O)NCC4CC4)O[C@H](CO)[C@H]2O3)cc1,-1.3,0.1,-2.6,18.1,2.3,20.1,-0.1,9.8
C[C@@H]1CN([C@@H](C)CO)C(=O)c2cc(-c3cccc(F)c3)cnc2O[C@@H]1CN(C)S(C)(=O)=O,-4.8,-0.9,-4.2,10.2,-7.4,0.4,-0.5,-10.1
Cc1cn(C2CCCCO2)c(=O)nc1NO (centres undefined),-0.5,0.1,12.3,-6.9,.,.,0.0,-4.4
COCC(=O)Nc1ccc2c(c1)C(=O)N(C)C[C@@H](OC)[C@H](C)CN(Cc1cccc(F)c1)[C@H](C)CO2,-0.8,0.4,1.4,-4.0,-12.8,5.7,-0.1,1.8
CCCCNC(=O)COC(=O)c1cc(C)nc2ccccc12,-5.1,.,-0.5,4.9,-5.2,-1.1,.,-2.3
Cc1cc(C)nc(N2CCCC(C(=O)NNC(=O)c3ccncc3)C2)n1 (centres undefined),-2.0,0.1,0.4,-13.0,-5.2,1.8,0.0,1.8
Cc1ccc2c(c1)C(=C(C#N)C#N)C(=O)N2CCN1CCCCC1,3.0,-0.1,4.7,10.4,6.4,-3.0,0.7,-2.3
Cc1c(C(=O)OC/C(O)=C(\C#N)c2nc3ccccc3[nH]2)oc2ccc(Br)cc12,-4.9,-0.7,2.8,-27.5,.,4.2,.,-1.0
O=C(Nc1nnc(CSCc2ccccc2F)s1)c1cccc([N+](=O)[O-])c1,-0.1,0.1,7.8,-18.9,3.9,-3.2,-1.0,-6.0
O=C(C1=C[C@@H](c2ccc(C(F)(F)F)cc2)C[C@@H](OCc2ccc(CO)cc2)O1)N1CCN(Cc2ccc3c(c2)OCO3)CC1,-1.5&-0.8,0.0,6.6&-8.2,-8.4&-1.4,2.5,8.1,-0.1,-1.6&-92.2
C[C@H](CO)N1C[C@H](C)[C@@H](CN(C)C(=O)c2ccncc2)Oc2ncc(-c3ccc(C(=O)N(C)C)cc3)cc2C1=O,5.1,-0.7,-0.5,15.1,-2.7,10.2,0.2,3.0
COC(=O)c1ccc(NC(=O)CCCCCn2nnc3ccccc3c2=O)cc1,-0.1,0.0,0.6,0.4,-1.4,0.8,.,-3.9
CC(C)(C)N1C(=O)[C@H]2[C@@H](c3ccc(Br)cc3)N3C(=O)N(c4cccc(F)c4)C(=O)[C@@]3(C)[C@H]2C1=O,.,-0.1,4.8,-0.2,-0.2,-9.2,0.3,3.0
CC(C)NC(=O)C(=O)Nc1cc2c3c(c1)CCC(=O)N3CCC2,1.6,0.0,-2.0,-0.7,-2.8,0.7,-1.0,1.5
C[C@H](CO)N1C[C@H](C)[C@H](CN(C)C(=O)Nc2ccc(F)cc2)OCCCC[C@H](C)Oc2ccc(NC(=O)C3CCCCC3)cc2C1=O,0.7,-0.9,0.5,2.3,6.8,-4.8,0.0,2.7
C[C@@H]1CCCCO[C@@H](CN(C)C(=O)Nc2ccc3c(c2)OCO3)[C@H](C)CN([C@@H](C)CO)C(=O)c2cc(NS(=O)(=O)c3ccc(Cl)cc3)ccc2O1,-5.6,0.0,-2.6,0.7,3.4,-2.3,-0.1,-0.1
CCN1C(=O)[C@H]2[C@@H](c3ccccc3)N[C@]3(CCCN(Cc4ccc(C)cc4)C3=O)[C@H]2C1=O,-9.2,-0.2,3.9,5.7,-0.9,5.6,0.9,1.8
CCN(CC)C(=O)C(=O)c1cn(CCOc2ccccc2)c2ccccc12,-1.8,-0.1,3.9,-33.9,-9.1,-1.4,0.0,-1.4

# The list continues.
SMILES,ERAP1 inh,XiGFP reactiv,ERp5 inh,RAD52 anneal inh,esBAF inh,RAD54 branch,E-sel inducer,S100A4 MyoIIA
CCC(=O)Nc1ccc2c(c1)OC[C@@H](C)N(C(=O)c1ccccc1F)C[C@@H](C)[C@H](OC)CN(C)C2=O,2.4,0.1,3.4,3.8,-0.1,6.5,-0.1,4.8
CC/C=C\C/C=C\C/C=C\CCCCCCCC(=O)O,-1.0,-0.1,3.8,-26.4,-2.2,-1.6,-0.2,-8.0
NC(=O)C1CCN(CC(=O)Nc2cccnc2Cl)CC1,-4.7,0.1,-1.1,-5.6,-4.2,-4.9,.,-0.2
COc1cccc(C#Cc2ccc([C@H]3[C@@H](CO)N4C(=O)CN(C(=O)c5ccccc5)C[C@H]34)cc2)c1,-0.2,0.3,4.7,0.5,.,.,0.1,9.2
CCC(C(=O)NC1CCCCC1)n1c2ccccc2c2nc(=O)cc(C)n21 (centres undefined),1.5,0.0,-7.5,-12.3,1.3,-3.7,.,0.9
CN1CCCC(CN2c3ccccc3Sc3ccccc32)C1 (centres undefined),-2.0,-0.1,2.8,20.7,-5.2,-2.4,0.0,-2.4
CO[C@@H]1CN(C)C(=O)c2cc(NC(=O)C3CCOCC3)ccc2OC[C@H](C)N(C)C[C@@H]1C,-0.1,0.1,2.7,-1.6,-1.6,-2.2,-0.1,9.1
O=Nc1c(O)[nH]c2c(F)cccc12,-0.3,0.0,-7.2,-13.7,-5.6,2.9,1.6,13.9
Cc1cc(=O)[nH]c(-c2ccc(Cl)cc2)n1,1.2,0.1,-0.7,-8.3,.,.,.,-8.9
O=C(O)/C=C/C(=O)c1ccc(O)cc1,-2.2,-0.2,2.5,-14.9,2.1,12.1,0.0,-4.0
COc1ccc(NC(=O)c2cc(-c3ccc(C)o3)nc3ccccc23)cc1,2.1,0.2,-2.0,-6.7,.,.,.,-0.3
Cn1cccc1CNC(=S)Nc1cc(F)cc(F)c1,0.1,0.0,-2.6,10.0,.,.,-0.2,1.1
C[C@H]1CN([C@@H](C)CO)C(=O)c2cc(NC(=O)Cn3cnnn3)ccc2O[C@@H]1CN(C)CC1CCCCC1,1.2,0.0,4.3,-6.2,0.3,-6.3,0.2,-4.2
Cc1ccc(C(=O)c2ccccc2C(=O)OCC(=O)NC(C)(C)C)cc1,-5.8,0.2,-5.0,-12.0,-4.5,-4.3,5.0,3.4
O=C(COC(=O)COc1ccccc1)Nc1ccc(Cl)cn1,-0.7,-0.1,-8.5,-11.8,1.4,8.8,.,-2.4
CCOc1ccccc1NC(=O)Cn1nnc(C(=O)NCc2cccs2)c1N,-4.8,0.1,-0.6,-7.2,-0.1,-6.5,2.5,-2.0
Cc1ccccc1Nc1nc(N)nc(COC(=O)c2cccc(S(=O)(=O)NCc3ccccc3)c2)n1,5.8,0.3,3.3,-12.8,7.3,.,-0.4,-1.2
COc1ccc(S(=O)(=O)Nc2cccc3c2O[C@@H](CN(C)C(=O)NC(C)C)[C@@H](C)CN([C@H](C)CO)C3=O)cc1,0.0,0.1,-1.5,-0.8,4.3,2.3,.,-6.8
Cn1nc(C(C)(C)C)cc1NC(=O)C1(C)CCN1C(=O)Cc1ccc(-c2ccccc2)cc1 (centres undefined),1.8,0.2,-4.4,-13.9,-7.1,-9.1,0.0,23.6
Cc1cc(OC(C)C(=O)NCC(O)c2ccccc2)c2c(C)c(C)c(=O)oc2c1 (centres undefined),2.7,0.1,-5.6,-1.3,-9.0,-4.9,0.9,-2.6
CN1CCc2c(sc(NC(=O)c3ccc([N+](=O)[O-])o3)c2C(N)=O)C1,7.6,0.3,2.9,30.2,-43.3,7.2,.,-2.9
Cc1ccc(-c2nc(C)sc2CC(=O)OCC(=O)Nc2ccc(F)c(Cl)c2)cc1,.,.,2.2,-15.7,1.2,-4.5,-0.2,-0.9
Cc1nc(-c2ccc(S(=O)(=O)N3CCOCC3)cc2)cs1,-9.1,0.4,-1.6,-9.9,-2.4,3.9,2.5,-10.1
O=C(NCCN1CCOCC1)c1cc(Br)ccc1Cl,3.2,0.0,1.6,-10.5,2.2,3.2,.,-4.1
COC(=O)C1(C(=O)OC)c2ccccc2N(S(=O)(=O)c2ccc(C)cc2)C1CC(C)=O (centres undefined),-2.0,0.1,-0.6,-12.0,.,.,0.0,0.4
CC(C)(C)c1ccc(CC(=O)N2CCC2(C)C(=O)NCc2ccc3c(c2)OCO3)cc1 (centres undefined),-2.6,-0.1,-5.4,-4.2,-6.2,2.2,-0.5,-2.5
C[C@@H]1CCCCO[C@@H](CN(C)Cc2ccc(C(=O)Nc3ccccc3N)cc2)[C@@H](C)CN([C@H](C)CO)C(=O)c2cc(NS(C)(=O)=O)ccc2O1,-6.7,0.0,2.3,7.7,.,.,0.8,-3.5
C[C@@H]1CN([C@@H](C)CO)C(=O)c2cc(N(C)C)ccc2O[C@@H](C)CCCCO[C@H]1CN(C)C(=O)Nc1cccc2ccccc12,-0.8,0.0,2.5,14.9,0.4,-1.1,0.0,-3.5
Cn1c2c(c(=O)n1-c1ccccc1)CSCC2,.,0.1,6.0,-20.9,.,.,.,-3.3

# Reprinted at random: 2 records from the list
SMILES,ERAP1 inh,XiGFP reactiv,ERp5 inh,RAD52 anneal inh,esBAF inh,RAD54 branch,E-sel inducer,S100A4 MyoIIA
Cc1cc(=O)[nH]c(-c2ccc(Cl)cc2)n1,1.2,0.1,-0.7,-8.3,.,.,.,-8.9
CN1CCc2c(sc(NC(=O)c3ccc([N+](=O)[O-])o3)c2C(N)=O)C1,7.6,0.3,2.9,30.2,-43.3,7.2,.,-2.9

# Part of the list above, as tab-separated lines:
structure	ERAP1 inh	XiGFP reactiv	ERp5 inh	RAD52 anneal inh	esBAF inh	RAD54 branch	E-sel inducer	S100A4 MyoIIA
Cc1ccc(-c2nc(C)sc2CC(=O)OCC(=O)Nc2ccc(F)c(Cl)c2)cc1	.	.	2.2	-15.7	1.2	-4.5	-0.2	-0.9
Cc1nc(-c2ccc(S(=O)(=O)N3CCOCC3)cc2)cs1	-9.1	0.4	-1.6	-9.9	-2.4	3.9	2.5	-10.1
